Nrf2 inh = Nrf2 qHTS screen for inhibitors. A549 ARE-Fluc reporter, luciferase luminescence, 18-24 h. Potency, µM (titrated, usually from 46 µM), without a hit: top-dose activity change, negative = inhibition, usual class: inhibitors. actives 2.1% (n = 360,000); also: potency is read from the fitted curve at half-maximal effect; % is scaled to controls: 0 for no effect and ±100 for the full control effect; nearly all actives have a fitted effect of over 60% in size
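A549 ARE_Fluc cells (5000/well, 5% FBS OPTI-MEM) pre-incubated 2 h, then treated with compounds 18-24 h at 37C/5% CO2 in concentration-response. CellTiter-Fluor viability read first; BugLite luciferase luminescence after 15 min at room temperature gives Nrf2 activity.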
ATXN2 expr inh = Primary qHTS for Inhibitors of ATXN expression; Potency, µM (titrated, usually from 57 µM), for inactives: top-dose activity change, negative = inhibition, most hits filed as inhibitors; actives 0.72% (n = 360,000); AID 1745845, 2022; HEK-293 ATXN2-luciferase reporter, luminescence, 24 h; also: potency is read from the fitted curve at half-maximal effect; % is scaled to controls: 0 for no effect and ±100 for the full control effect; nearly all actives have a fitted effect of over 55% in size
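qHTS (up to 57 uM final) was run with 24 h compound exposure of reporter cells at 37 °C. Each well was multiplexed: SteadyGlo luminescence measured ATXN2-luciferase expression after a fluorogenic Gly-Phe-AFC viability readout (25 uM final).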
A549 tox = Nrf2 qHTS screen for inhibitors: counterscreen for cytotoxicity. A549 ARE-Fluc cells, CellTiter-Fluor viability, 18-24 h. Potency, µM (titrated, usually from 46 µM), inactives show at the top dose activity change, negative = cytotoxicity, usual class: inhibitors. actives 0.16% (n = 390,000). AID 504648, 2011; also: potency is read from the fitted curve at half-maximal effect; % is scaled to controls: 0 for no effect and ±100 for the full control effect
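Cytotoxicity counterscreen: CellTiter-Fluor fluorescence was measured in A549 ARE_Fluc cells after 18-24 h of compound exposure in a concentration series. The subsequent BugLite luminescent read reports ARE-luciferase activity.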
ATXN viability = Viability Counterscreen for Primary qHTS for Inhibitors of ATXN expression; S2 cells (HEK-293 line with an ATXN2-luciferase reporter) viability, CellTiter-Fluor protease fluorescence, 24 h; Potency, µM (doses to about 56.7 µM), usual class: cytotoxic; actives 0.49% (n = 400,000); AID 651635, 2014; also: potency is read from the fitted curve at half-maximal effect; nearly all actives have a fitted effect of over 40% in size
TGFb inhibitor = qHTS for Inhibitors of TGF-b | HepG2 CAGA-GFP TGF-b/SMAD3 reporter, GFP fluorescence, 18 h; TGF-beta stimulated, 500 pg/mL final | Potency, µM (series often up to 46.1 µM), for the others: at the highest dose activity, negative = inhibition, hits mostly inhibitors | actives 1.2% (n = 410,000); also: potency is read from the fitted curve at half-maximal effect; % is scaled to controls: 0 for no effect and ±100 for the full control effect; nearly all actives have a fitted effect of over 65% in size
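Cell-based qHTS in HEPG2 carrying a CAGA-GFP Smad reporter; compounds added before 500 pg/mL final TGF-beta, 18 h incubation at 37 degrees C, GFP fluorescence quantified per cell by imaging cytometry.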
HepG2 tox = qHTS for Inhibitors of TGF-b: Cytotox Counterscreen; actives 0.76% (n = 410,000); Potency, µM (titrated, usually from 46.1 µM), for the others: at the top dose activity change, negative = cytotoxicity, most hits filed as cytotoxic; HepG2 CAGA-GFP viability, ATP luminescence, 18 h; also: potency is read from the fitted curve at half-maximal effect; some results filed as inactive show a strong effect at the top dose
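HepG2 CAGA-GFP cells (1000/well, DMEM with 1% FBS) received compound, then TGF-beta at 500 pg/mL final, and were incubated 18 hours at 37 degrees C. Viability was read by CellTiter-Glo luminescence. Media-only wells were set as complete cell-killing and DMSO as no toxicity.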
EPAC2 agonist = qHTS for Agonist of cAMP-regulated guanine nucleotide exchange factor 4 (EPAC2): primary screen; Rap guanine nucleotide exchange factor 4 (Homo sapiens), Q8WZA2; EPAC2 activation, biochemical qHTS; response scale: 100% = 6.5 mM cAMP response; Potency, µM (highest dose often 154 µM), without a hit: at the highest dose activation, usual class: activators; actives 0.079% (n = 360,000); AID 720711, 2013; also: potency is read from the fitted curve at half-maximal effect; nearly all actives have a fitted effect of over 50% in size
Target sequence (Q8WZA2 whole entry, looked up): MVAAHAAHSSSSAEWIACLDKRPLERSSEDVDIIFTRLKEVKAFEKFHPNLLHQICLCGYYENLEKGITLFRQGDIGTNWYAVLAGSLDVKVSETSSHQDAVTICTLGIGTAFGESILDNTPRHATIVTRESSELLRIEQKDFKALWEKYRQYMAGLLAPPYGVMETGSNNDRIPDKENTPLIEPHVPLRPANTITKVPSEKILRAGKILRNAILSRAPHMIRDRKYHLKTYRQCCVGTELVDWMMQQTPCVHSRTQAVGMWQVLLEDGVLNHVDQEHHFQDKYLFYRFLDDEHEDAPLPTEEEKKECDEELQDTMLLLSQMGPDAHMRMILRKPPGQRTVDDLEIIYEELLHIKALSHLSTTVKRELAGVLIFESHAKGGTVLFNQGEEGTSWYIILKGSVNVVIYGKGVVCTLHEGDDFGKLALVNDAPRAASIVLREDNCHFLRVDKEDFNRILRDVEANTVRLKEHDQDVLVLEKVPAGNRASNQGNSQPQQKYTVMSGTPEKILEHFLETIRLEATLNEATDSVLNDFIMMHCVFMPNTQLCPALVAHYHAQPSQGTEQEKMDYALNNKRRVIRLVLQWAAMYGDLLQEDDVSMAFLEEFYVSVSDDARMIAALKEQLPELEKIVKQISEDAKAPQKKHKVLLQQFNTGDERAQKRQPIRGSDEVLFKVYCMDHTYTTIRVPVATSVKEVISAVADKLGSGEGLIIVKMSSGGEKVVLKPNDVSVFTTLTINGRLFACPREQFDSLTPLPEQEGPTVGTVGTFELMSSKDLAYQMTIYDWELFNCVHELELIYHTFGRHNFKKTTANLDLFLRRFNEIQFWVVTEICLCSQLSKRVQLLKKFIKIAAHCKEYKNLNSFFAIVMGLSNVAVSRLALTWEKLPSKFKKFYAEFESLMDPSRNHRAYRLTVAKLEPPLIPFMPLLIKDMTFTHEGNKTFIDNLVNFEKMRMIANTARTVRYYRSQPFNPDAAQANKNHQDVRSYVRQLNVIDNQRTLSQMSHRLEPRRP
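Fluorescence exchange assay: 100 nM EPAC2 with 250 nM RAP1B-BODIPY-GDP and 50 uM GDP; compounds tested as a concentration-titration series (qHTS). Loss of Rap1-bound BODIPY-GDP fluorescence read at 480/540 nm; data normalized to 6.5 mM cAMP.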
Nrf2 activator = qHTS of Nrf2 Activators | Potency, µM (top dose mostly 46.1 µM), inactives show at the highest dose activation, most hits filed as activators | AID 624171, 2012 | actives 0.31% (n = 410,000) | AREc32 ARE-luciferase reporter (MCF7-derived line), luminescence, 24 h; also: potency is read from the fitted curve at half-maximal effect; % of control where 0% means no effect; nearly all actives have a fitted effect of over 65% in size
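ARE-driven firefly luciferase activity in AREc32 cells measured after a 24 hr compound exposure at 37 deg C, using Steady-Glo reagent and a 30 min room-temperature hold.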
IL-2 act = qHTS of IL-2 Activators; IL-2 activation reporter assay, cell-based qHTS; stimulated with anti-CD3/CD4/CD28 beads; in transgenic mouse T cells; activation, % (series mostly up to about 46 µM); actives 0.065% (n = 360,000); AID 652025, 2013; in the data active = activation above about 50%; inconclusive = mostly about 30% to 49%; also: 0% is about no effect
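EGFP and DsRed fluorescence is measured by plate cytometry in unstimulated transgenic mouse T cells exposed to compound for 60 minutes, then stimulated 18 hours at 37 degrees C with anti-CD3/anti-CD4 beads plus anti-CD28.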
Active calls of the source: *; i = inactive; ? = inconclusive; . = no result given; [ ] = another dose, or the depositor's remark. Unless noted, calls follow the shape of the dose curve; as a rule, active = well fitted curve in the direction sought with a large enough effect; inconclusive = small, poorly fitted or top-dose-only effect, or another doubt; inactive = no such curve, though single readings can be large; an effect the other way counts as inactive or inconclusive.

SMILES	Nrf2 inh	ATXN2 expr inh	A549 tox	ATXN viability	TGFb inhibitor	HepG2 tox	EPAC2 agonist	Nrf2 activator	IL-2 act
Cc1ccccc1-c1n[nH]nc1C1=CC(=O)CC(C)(C)C1	.	-7%	.	i	-10%	-4%	7%	0.0%	-1.4
Cc1cc(C)cc(N(CC(=O)Nc2ccccc2)C2=NC3CS(=O)(=O)CC3S2)c1 (stereo not drawn)	?	38%	8%	?	-27%	-59%	-4%	?	-4.1
Cc1nc2ccc(NC(=O)c3oc4ccc(F)cc4c3C)cc2s1	-18%	-23%	1%	i	-2%	-5%	-1%	2.4%	-0.3
COc1ccccc1N1CCN(CC(=O)NC(=O)NCc2ccccc2)CC1	.	.	.	?	-1%	5%	9%	0.2%	-1.1
Cn1ncc(Br)c1C(=O)N1CCOCC1	-1%	-4%	-2%	i	-2%	16%	13%	-1.0%	-4.4
O=C1CC(c2cccnc2)c2cc3c(cc2N1)OCO3 (stereo not drawn)	-5%	7%	1%	i	-2%	-4%	2%	0.1%	-1.1
Cc1ccc(N(C(=O)CNC(=O)c2ccco2)C(C(=O)NC2CCCC2)c2ccncc2)cc1F (stereo not drawn)	0%	-22%	-4%	i	8%	2%	2%	0.4%	-0.6
Cc1ccccc1NC(=O)c1cnc2ccccn2c1=O	?	?	-1%	i	12%	4%	8%	4.3%	-1.5
CCC1(Cc2ccccc2)NC(=O)c2ccccc2O1 (stereo not drawn)	?	-22%	1%	i	-20%	-11%	5%	0.4%	-0.2
COc1cc(S(=O)(=O)N(C)C2CCCCC2)c(C)cc1C	-14%	-7%	3%	?	-17%	-21%	13%	0.5%	-0.7
COc1ccc(N2C(=O)C(Cl)=C(N3CCCC3)C2=O)cc1	6%	50%[activator]	5%	i	-12%	1%	5%	1.5%	-1.3
O=C(CCN1CCOCC1)Nc1ccc2c(c1)CCC2	1%	9%	5%	i	-26%	-8%	1%	-0.6%	-0.6

Next section (3 carried over from the part before).
SMILES	Nrf2 inh	ATXN2 expr inh	A549 tox	ATXN viability	TGFb inhibitor	HepG2 tox	EPAC2 agonist	Nrf2 activator	IL-2 act
COc1cc(S(=O)(=O)N(C)C2CCCCC2)c(C)cc1C	-14%	-7%	3%	?	-17%	-21%	13%	0.5%	-0.7
COc1ccc(N2C(=O)C(Cl)=C(N3CCCC3)C2=O)cc1	6%	50%[activator]	5%	i	-12%	1%	5%	1.5%	-1.3
O=C(CCN1CCOCC1)Nc1ccc2c(c1)CCC2	1%	9%	5%	i	-26%	-8%	1%	-0.6%	-0.6
CSc1ccc(S(=O)(=O)NCC(=O)OC(C)C(=O)NCc2ccccc2)cc1[N+](=O)[O-] (stereo not drawn)	-11%	-3%	-1%	i	?	4%	2%	0.0%	0.0
COc1cccc(-c2nn(-c3ccccc3)cc2CN(C)C(C)c2ccon2)c1 (stereo not drawn)	?	15%	-4%	i	0%	-1%	10%	3.1%	-1.2
Cc1ccc(C(=O)Nc2cccc(S(=O)(=O)N(C)c3ccccc3)c2)o1	-6%	-6%	1%	i	-13%	-4%	5%	0.2%	-5.0
CCOCC(=O)Nc1cccc(C(=O)OCC)c1	.	5%	1%	i	0%	53%	8%	0.2%	0.4
Cc1ccc(S(=O)(=O)Nc2c(C)n(C)n(-c3ccccc3)c2=O)cc1C(=O)NCc1ccccn1	-6%	6%	-10%	?	-2%	1%	-9%	-0.4%	4.0
COc1ccc2nc3cccc(OC)c3nc2c1	9%	-14%	-10%	?	-4%	6%	10%	19%	-0.4
CSc1nc(O)c(Nc2cccc(Cl)c2)c(=O)[nH]1	-12%	.	0%	i	?	-20%	0%	3.9%	0.8
CCc1ccccc1NC(=O)Cn1c(=O)n(C(C)C)c(=O)c2oc3ccccc3c21	?	.	1%	.	?	-10%	.	-1.0%	.
COc1ccc(CSc2nnnn2Cc2ccccc2)cc1OC	?	-2%	2%	i	11%	1%	-8%	0.2%	0.4
CS(=O)(=O)N1CCN(c2ccccc2NC(=O)Cc2ccc(Cl)cc2)CC1	-16%	1%	2%	i	1%	-18%	8%	0.0%	-0.6
CC(C)c1ccccc1OCC(O)CN1CCN(S(=O)(=O)c2ccc([N+](=O)[O-])cc2)CC1 (stereo not drawn)	?	?	0%	i	-20%	-9%	0%	-0.7%	-5.0
CN(CC(=O)Nc1ccc(F)c(F)c1F)C(=O)C1CCCN1C(=O)c1cccs1 (stereo not drawn)	.	.	.	i	0%	5%	4%	1.1%	-1.5
O=C(CCCc1c[nH]c2ccccc12)N1CCCCCC1	2%	34%[activator]	-2%	i	0%	0%	-2%	0.1%	-1.6
Cc1ccc(S(=O)(=O)Nc2csc(C)c2C(=O)O)cc1	11%	-17%	2%	i	-2%	-4%	6%	0.3%	-0.8
CCOC(=O)CNC(=O)C12CC3CC(CC(C3)C1)C2	-5%	-15%	-9%	i	6%	-9%	-7%	-0.6%	-0.6
COc1cc(NC(=O)CNC(=O)Cn2cnc3sc(C)c(C)c3c2=O)cc(OC)c1OC	.	.	.	i	10%	-2%	0%	-0.8%	1.6
COc1cccc(C(=O)C2=NN(C(C)=O)CC2c2ccco2)c1 (stereo not drawn)	?	-9%	6%	i	-2%	8%	0%	1.0%	-4.2
O=C(NC1CCN(C(=O)NC2CCCCC2)CC1)c1cccc(F)c1	1%	-13%	-3%	i	37%[activator]	12%	4%	-0.2%	0.5
O=C(CN1C(=O)c2ccccc2C1=O)NCCc1c[nH]c2ccc(Cl)cc12	2%	.	-11%	i	19%	11%	7%	2.8%	-3.2
CC(C)c1nc2ccccn2c1NC1CCCCC1	-3%	-30%	4%	i	3%	-20%	1%	-0.1%	-4.8
CCN(CC)S(=O)(=O)c1ccc(N2CCCC2)c(NC(=O)c2ccc(OC)cc2OC)c1	0%	-4%	-9%	i	-22%	-20%	9%	0.3%	-3.1
Cc1ccc(OCC(=O)Nc2ccccc2C(=O)OCc2cc(=O)n3ccsc3n2)cc1C	.	7%	12%	i	1%	2%	.	3.7%	.
CN(C)S(=O)(=O)Nc1cc(Cl)cc(Cl)c1	2%	3%[11.3 µM]	-2%	i	?	1%	-2%	-0.5%	1.8
O=C1/C(=C\c2ccco2)SC(=S)N1c1ccccc1	4%	-6%	-2%	?	6%	-1%	6%	?	-1.1
COc1ccc(C2=NOC(C(=O)Nc3ccc4c(c3)OCCO4)C2)c(OC)c1 (stereo not drawn)	?	4%	-3%	i	5%	-1%	-1%	0.3%	1.8
CC1(C)Cc2nc3sc4c(NCCO)ncnc4c3cc2CS1	11%	8%	-1%	i	?	-60%	8%	3.9%	0.2
Cc1ccc(N2C(=O)c3ccccc3C2=O)nc1	-3%	.	-1%	i	-15%	-8%	8%	-0.4%	0.6
O=C(C1=NN[C@@H]2C(=O)N(Cc3ccccc3)C(=O)[C@H]12)c1ccc([N+](=O)[O-])cc1	1%	-19%	1%	i	2%	3%	14%	-0.8%	-0.2
O=C(CSc1nc(O)cc(=O)n1-c1ccccc1)NCc1ccccc1	.	-1%	-2%	i	4%	-17%	3%	-0.7%	-1.5
CCNc1c(NC(=O)COc2ccc(Cl)cc2)c(=O)oc2ccccc12	-3%	-10%	-2%	i	7%	-8%	-8%	-0.2%	-1.8
CCOc1ccc(-n2c(SCc3ccc([N+](=O)[O-])cc3)nnc2-c2ccc(OC)cc2)cc1	?	-34%	-7%	i	-30%	-23%	19%	3.5%	-2.0
O=C(Oc1cccnc1)c1cc2ccccc2oc1=O	.	-14%	3%	i	11%	-43%	3%	-0.2%	0.9
Nc1cc2nsnc2cc1Br	-20%	-18%	-15%	i	11µM*	-78%	28%	-0.4%	-1.6
Cn1c(SCC2CCCCC2)nnc1-c1ccncc1	10%	32%[activator]	1%	i	-3%	-10%	3%	2.4%	-1.9
CC1(C)Cc2c(sc(NC(=O)COc3ccc(Cl)cc3Cl)c2C(N)=O)C(C)(C)N1	-8%	-18%	-1%	i	7%	-8%	-7%	-0.6%	-3.1
CS(=O)(=O)c1ccc(Cl)c(NC(=O)COC(=O)CNC(=O)c2cccs2)c1	1%	-7%	8%	i	6%	11%	8%	-0.5%	0.8
CN(C(=O)COC(=O)c1c2c(nc3ccccc13)/C(=C/c1cccc([N+](=O)[O-])c1)CCC2)C1CCS(=O)(=O)C1 (stereo not drawn)	1%	1%	-5%	i	4%	-7%	-1%	3.4%	-2.1
COc1ccc(C(=O)Nc2cc(C)on2)cc1S(=O)(=O)N1CC(c2ccccc2)CC1=O (stereo not drawn)	3%	5%	7%	i	4%	-2%	11%	0.2%	1.4
Cc1ccc(N2C(=O)NC(NC(=O)C3CC3)(C(F)(F)F)C2=O)cc1 (stereo not drawn)	0%	5%	0%	i	-4%	-2%	1%	1.7%	0.1
COc1ccccc1C(=O)Nc1cccc(C(=O)OCc2cc(=O)n3nc(C)sc3n2)c1	.	.	3%	.	-2%	-2%	.	0.8%	.
Cc1csc(NC(=O)C2CCN(S(=O)(=O)c3cccs3)CC2)n1	1%	-6%[11.3 µM]	-12%	?	?	-20%	4%	0.7%	-1.9
CC(OC(=O)CC1CCCC1)C(=O)Nc1ccc(Cl)cn1 (stereo not drawn)	-1%	-10%	0%	i	8%	0%	12%	-0.1%	1.2

Screening data deposited in PubChem BioAssay by National Center for Advancing Translational Sciences (NCATS).
